Nrf2 block = Nrf2 qHTS screen for inhibitors; A549 ARE-Fluc reporter, luciferase luminescence, 18-24 h; AID 504444, 2011; Potency, µM (top dose mostly 46 µM), without a hit: at the highest dose activity change, negative = inhibition, hits mostly inhibitors; hit rate 2.1% among 360,000; note: % is set by controls: 0 for no effect and ±100 for the full control effect; nearly all actives have a fitted effect of over 60% in size
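Two sequential reads on A549 ARE_Fluc cells exposed to compound for 18-24 h: a CellTiter-Fluor fluorescence read for viability, then a luciferase luminescence read for Nrf2/ARE activity.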
TGFb SMAD3 inh = qHTS for Inhibitors of TGF-b | Potency, µM (top dose mostly 46.1 µM), for the others: at the top dose activity, negative = inhibition, usual class: inhibitors | HepG2 CAGA-GFP TGF-b/SMAD3 reporter, GFP fluorescence, 18 h; TGF-beta stimulated, 500 pg/mL final | hit rate 1.2% among 410,000; note: % is set by controls: 0 for no effect and ±100 for the full control effect; nearly all actives have a fitted effect of over 65% in size
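Inhibition was scored as loss of TGF-beta-induced (500 pg/mL final, 18 hours, 37 degrees C) GFP in HEPG2 cells carrying a CAGA-GFP reporter, in DMEM with 1% FBS. Well GFP was summed per cell; Activity was normalised to unstimulated and stimulated DMSO wells, then concentration-response fitting.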
A549 viability = Nrf2 qHTS screen for inhibitors: counterscreen for cytotoxicity; Potency, µM (top dose mostly 46 µM), for the others: at the highest dose activity change, negative = cytotoxicity, actives largely listed as inhibitors; A549 ARE-Fluc cells, CellTiter-Fluor viability, 18-24 h; hit rate 0.16% among 390,000; AID 504648, 2011; note: % is set by controls: 0 for no effect and ±100 for the full control effect
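Cytotoxicity counterscreen: CellTiter-Fluor fluorescence was measured in A549 ARE_Fluc cells after 18-24 h of compound exposure in a concentration series. The subsequent BugLite luminescent read reports ARE-luciferase activity.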
Nrf2 activator = qHTS of Nrf2 Activators. Potency, µM (highest dose often 46.1 µM), for the others: at the highest dose activation, hits mostly activators. hit rate 0.31% among 410,000. AREc32 ARE-luciferase reporter (MCF7-derived line), luminescence, 24 h; note: % of control where 0% means no effect; nearly all actives have a fitted effect of over 65% in size
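Cells of the AREc32 ARE-luciferase line are plated in OPTI-MEM containing 5% FBS and left overnight at 37 deg C. Compounds are pinned in, incubation continues 24 hr, and firefly luciferase signal is then measured.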
HepG2 viability = qHTS for Inhibitors of TGF-b: Cytotox Counterscreen. HepG2 CAGA-GFP viability, ATP luminescence, 18 h. Potency, µM (highest dose often 46.1 µM), inactives show at the highest dose activity change, negative = cytotoxicity, usual class: cytotoxic. hit rate 0.76% among 410,000; note: some results filed as inactive show a strong effect at the top dose
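CellTiter-Glo luminescence gave cytotoxicity after 18 hours at 37 degrees C. The cells were HepG2 CAGA-GFP in 1% FBS DMEM, stimulated with 500 pg/mL TGF-beta after compound addition. %Activity was normalised to no-cell wells (complete cell-killing) and DMSO (no toxicity), and curves were fitted and classified.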
MCF10A rerep = A quantitative high throughput screen for small molecules that induce DNA re-replication in MCF 10a normal breast cells. Potency, µM (series often up to 46.1 µM), inactives show at the highest dose activity, positive = re-replication, usual class: activators. MCF 10A DNA re-replication, Hoechst nuclear intensity, 48 h. hit rate 2.9% among 350,000; note: % of control where 0% means no effect; nearly all actives have a fitted effect of over 50% in size
S2 tox = Viability Counterscreen for Primary qHTS for Inhibitors of ATXN expression; S2 cells (HEK-293 line with an ATXN2-luciferase reporter) viability, CellTiter-Fluor protease fluorescence, 24 h; Potency, µM (series often up to 56.7 µM), actives largely listed as cytotoxic; hit rate 0.49% among 400,000; AID 651635, 2014; note: nearly all actives have a fitted effect of over 40% in size
ATXN2 expr inh = Primary qHTS for Inhibitors of ATXN expression; HEK-293 ATXN2-luciferase reporter, luminescence, 24 h; Potency, µM (doses to about 57 µM), for inactives: top-dose activity change, negative = inhibition, usual class: inhibitors; hit rate 0.72% among 360,000; AID 1745845, 2022; note: % is set by controls: 0 for no effect and ±100 for the full control effect; nearly all actives have a fitted effect of over 55% in size
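ATXN2-luciferase reporter cells (luciferase flanked by upstream and downstream ATXN2 gene portions) were treated 24 h at 37 °C with compounds at up to 57 uM. SteadyGlo luminescence gave expression; GF-AFC fluorescence gave viability.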
EPAC2 antag = qHTS for Antagonist of cAMP-regulated guanine nucleotide exchange factor 2 (EPAC2): primary screen. Rap guanine nucleotide exchange factor 4 (Homo sapiens), Q8WZA2. hit rate 0.18% among 360,000. AID 720708, 2013. Potency, µM (highest dose often 114 µM), for the others: top-dose activity, negative = inhibition, actives largely listed as inhibitors. EPAC2 GEF exchange of Rap1B-BODIPY-GDP, fluorescence; note: % is set by controls: 0 for no effect and ±100 for the full control effect; nearly all actives have a fitted effect of over 45% in size; many of its hits are not listed in these tables
Target sequence (Q8WZA2 whole entry, looked up): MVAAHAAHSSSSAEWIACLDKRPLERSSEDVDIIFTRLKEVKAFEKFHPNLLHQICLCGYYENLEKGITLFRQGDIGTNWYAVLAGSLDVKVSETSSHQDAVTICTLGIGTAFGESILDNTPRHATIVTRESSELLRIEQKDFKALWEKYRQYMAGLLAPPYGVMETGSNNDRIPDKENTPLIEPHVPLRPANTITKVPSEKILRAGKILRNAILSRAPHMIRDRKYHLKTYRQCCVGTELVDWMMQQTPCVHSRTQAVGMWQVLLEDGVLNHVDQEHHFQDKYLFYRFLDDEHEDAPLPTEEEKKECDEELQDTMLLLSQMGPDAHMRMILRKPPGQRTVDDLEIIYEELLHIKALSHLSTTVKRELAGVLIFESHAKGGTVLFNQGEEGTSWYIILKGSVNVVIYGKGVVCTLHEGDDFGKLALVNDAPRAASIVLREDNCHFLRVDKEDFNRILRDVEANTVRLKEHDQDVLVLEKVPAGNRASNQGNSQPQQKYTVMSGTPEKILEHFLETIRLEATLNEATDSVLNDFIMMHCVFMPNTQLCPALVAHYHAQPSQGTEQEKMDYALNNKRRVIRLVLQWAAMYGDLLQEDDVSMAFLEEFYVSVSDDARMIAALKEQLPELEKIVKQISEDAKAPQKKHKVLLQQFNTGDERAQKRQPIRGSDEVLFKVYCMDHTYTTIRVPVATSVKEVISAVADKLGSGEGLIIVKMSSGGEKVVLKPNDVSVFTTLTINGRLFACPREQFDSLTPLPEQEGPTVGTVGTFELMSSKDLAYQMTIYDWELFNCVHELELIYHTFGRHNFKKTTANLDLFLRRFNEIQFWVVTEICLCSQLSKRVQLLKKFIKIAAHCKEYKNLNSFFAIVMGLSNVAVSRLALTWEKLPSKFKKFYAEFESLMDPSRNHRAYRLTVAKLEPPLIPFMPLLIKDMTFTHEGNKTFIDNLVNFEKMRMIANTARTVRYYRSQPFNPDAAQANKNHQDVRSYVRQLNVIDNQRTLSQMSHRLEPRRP
The depositor's hits bear a star; i = inactive; ? = inconclusive; . = not tested or not shown; [ ] = remark or other dose. Calls come from the whole dose curve; as a rule, active = well fitted curve in the direction sought with a large enough effect; inconclusive = small, poorly fitted or top-dose-only effect, or another doubt; inactive = no such curve, though single readings can be large; an effect the other way counts as inactive or inconclusive. Potency is the fitted concentration of half-maximal effect.

SMILES	Nrf2 block	TGFb SMAD3 inh	A549 viability	Nrf2 activator	HepG2 viability	MCF10A rerep	S2 tox	ATXN2 expr inh	EPAC2 antag
COc1ccc(C(=O)COC(=O)C2CCCN2C(=O)C23CC4CC(CC(C4)C2)C3)cc1 (centres undefined)	1%	?	-1%	-0.5%	5%	-4%	i	-7%	1%
Cc1cc(C(=O)NC(C)C2CC2)c(Cl)cc1Cl (centres undefined)	1%	3%	12%	-0.7%	-11%	-4%	i	.	-5%
CCc1nnc(NC(=O)c2ccc(-c3ccccc3F)o2)s1	?	-8%	1%	0.4%	-33%	-4%	i	.	-8%
O=C1c2cc(S(=O)(=O)N(CCO)CCO)ccc2-c2ccc(S(=O)(=O)N(CCO)CCO)cc21	7%	-9%	2%	-0.2%	8%	13%	i	37%	5%
Cc1onc(-c2ccccc2)c1C(=O)NCCCc1ccccc1	9%	-1%	9%	-0.6%	-2%	-3%	i	?	-10%
CNC(=O)c1ccc(NC(=O)/C=C/c2cccc(F)c2)cc1	11%	5%	0%	3.1%	-1%	28%	i	23%	-13%
CN(C)/C(=N\O)c1c(Cl)cccc1Cl	0%	0%	-1%	0.1%	15%	-3%	i	1%	-4%
CC12CCC(=O)N1C(C(=O)NNC(=O)c1ccccc1)CS2 (centres undefined)	6%	?	-4%	-0.9%	-2%	-4%	i	7%	8%
Cc1ccc(S(=O)(=O)Nc2ccc(Cl)cn2)cc1C	-18%	0%	-3%	-0.7%	-7%	-1%	i	2%	-5%
Cc1ccc(-c2nnc3c4ccccc4c(C)nn23)cc1S(=O)(=O)N1CCN(CCO)CC1	28%	-8%	-6%	?	-17%	3%	i	-17%	-17%
Clc1ccccc1Cn1nnc2ccccc21	3%	-1%	2%	-0.1%	-2%	5%	i	-15%	-17%
Cc1c(-c2ccccc2)nc(N)c(C#N)c1-c1ccco1	-7%	1%	-4%	11%	-26%	12%	i	1%	4%
CCOc1ccc(NC(=S)N2CCC(NC(=O)c3ccco3)CC2)cc1	8%	-4%	3%	0.3%	-3%	-1%	i	1%	6%
COc1ccccc1OCCCOc1c(C)cc(C)cc1Br	-6%	-11%	3%	1.2%	-48%	0%	i	26%	-20%
Cc1ccc(OCC(=O)O)c(-n2nc3ccccc3n2)c1	-5%	7%	-4%	0.3%	12%	-5%	i	0%	10%
O=C(NCCNC(=O)c1ccc(-c2cccc(Cl)c2)o1)c1cnccn1	.	-1%	.	5.9%	-4%	.	i	.	-17%
Oc1ccc2ccccc2c1CNc1ccccn1	3%	1%	0%	21%	-13%	1%	i	5%	-26%
CCC1OC(c2ccc([N+](=O)[O-])cc2)=Nc2ccccc21 (centres undefined)	-6%	32%[activator]	15%	1.5%	23%	?	i	-45%	-10%
CCCOn1c(OCC(C)C)nc2ccccc2c1=O	2%	13%	2%	-0.6%	-27%	-3%	i	-20%	5%
COc1ccccc1C(=O)Nc1cccc(NC(=O)c2ccccc2C)c1	?	0%	-1%	-0.5%	-6%	12%	i	-19%	-6%
CCCCN(Cc1cc2ccccc2[nH]c1=O)C(=O)c1cccc(Cl)c1	-12%	0%	-14%	1.0%	-22%	.	?	-18%	.
CC1CCCCN1CCNC(=O)c1ccc2c(=O)n(CCc3ccccc3)c(=O)[nH]c2c1 (centres undefined)	14%	-19%	-11%	0.9%	-16%	15%	i	23%	-12%
O=C(CSc1ncnc2nc[nH]c12)N1CCN(c2ccccc2)CC1	2%	?	-6%	0.3%	-7%	-1%	.	.	7%
CCOC(=O)c1c(NC(=O)CC2SC(N)=NC2=O)sc2c1CCC(C)C2 (centres undefined)	?	-2%	-14%	1.8%	-22%	16%	?	-3%	-17%
O=C(c1cc(C(=O)c2ccco2)cc(C(=O)c2ccco2)c1)c1ccco1	-3%	4%	-1%	5.4%	-1%	0%	i	-25%	6%
CN1C(=O)/C(=C/c2ccccc2Cl)Sc2ccc(C(=O)NCc3cccnc3)cc21	?	?	-13%	12%	-34%	21µM*	i	?	-12%
CCCCNC(=O)c1[nH]c(C)c(C(C)=O)c1C	11%	-3%	0%	-0.2%	-9%	2%	i	-6%	-4%
O=C(Nc1ccc(O)cc1)N1CCOCC1	6%	15%	1%	0.5%	14%	1%	?	.	7%
Clc1cccc(Cc2c(-c3ccccc3)nc3c4ccccc4ccn23)c1	.	?	.	5µM*	-18%	.	?	45%[activator]	12%
COc1cccc(OCc2cc(C(=O)N(Cc3ccccc3)CC3CC3)no2)c1	-18%	?	6%	-0.1%	-22%	?	i	-10%	3%
CCOc1ccccc1NC(=O)CCCCCN1C(=O)[C@@H]2Cc3ccccc3CN2C1=O	?	-18%	3%	1.5%	-10%	-31%[inhibitor]	i	3%	-2%
CCCCSc1nc2sc3c(c2c(=O)n1-c1ccccc1)CCN(C)C3	?	-22%	-5%	0.6%	-24%	?	i	.	-8%
O=C(CCc1nc2ccccc2c(=O)[nH]1)NC1CCN(Cc2ccccc2)CC1	?	-14%	1%	0.1%	13%	7%	i	0%	-1%
CC(=O)Cn1c(=O)c2c(nc3n2CCCN3Cc2ccccc2)n(C)c1=O	-12%	-1%	0%	2.9%	-1%	8%	i	.	-4%
COc1ccc(NC(=O)c2cc(C3CCCCN3C(=O)C3CC3)on2)c(C)c1 (centres undefined)	.	10%	.	-0.3%	-3%	.	i	-3%	8%
O=C(NC(=S)Nc1ncccn1)c1ccc(Cl)cc1Cl	?	-16%	-10%	6.8%	-30%	3%	i	50%[activator]	3%
COc1ccc(S(=O)(=O)N2CCN(C(=O)N(C)C)C2C)cc1 (centres undefined)	-2%	9%	-1%	-0.6%	-20%	-12%	i	-4%	4%
CC1CCN(S(=O)(=O)c2ccc3c(c2)N(CC(=O)NC(C)C)C(=O)CS3)CC1	9%	-25%	1%	-1.0%	-1%	.	i	5%	.
CCOC(=O)Cn1c(=O)n(C2CCCCC2)c2nc(-c3ccc(CC)cc3)nc(C(N)=O)c21	.	10%	12%	-0.7%	-4%	.	i	11%	.
CCOc1ccc(C2CC(c3ccc(CC)cc3)Nc3nc(N)nn32)cc1 (centres undefined)	19%	1%	4%	-0.6%	8%	-3%	i	17%	-2%
O=C(N/N=C/c1cccnc1)c1cccc(NC(=O)c2ccc(Cl)cc2)c1	18µM*	3%	0%	-0.8%	10%	-9%	i	-1%	-12%
CCCCN1C(=N)N([C@@H](C)CN2CCC[C@H]2CN2C(N)=NC[C@@H]2Cc2ccccc2)C[C@H]1Cc1ccccc1	19%	18%	1%	-0.5%	-1%	-15%	i	9%	20%
Cc1noc(C)c1NC(=O)N(C)C[C@@H]1OCc2cnnn2CCCC(=O)N([C@@H](C)CO)C[C@H]1C	.	9%	.	-0.5%	-9%	.	i	1%	1%
NC1=NC2CS(=O)(=O)CC2S1 (centres undefined)	7%	-2%	0%	-0.1%	-3%	7%	i	-5%	0%
COc1cc(-c2coc3c(C(=O)NCc4ccc(N(C)C)cc4)cccc23)ccc1O	.	1%	.	4.5%	-22%	.	?	?	10%
CCOc1cc2c(cc1OCC)C(CC(=O)O)N(C(=O)Nc1ccccc1C(F)(F)F)CC2 (centres undefined)	.	-3%	7%	0.5%	0%	.	.	.	.
CSc1ncccc1C(=O)OCC(=O)N(C)Cc1ccc(C)cc1	.	9%	.	-0.1%	-29%	.	?	.	-9%
COCCNC(=O)C1CC2Cn3c(nc4cc5ccccc5cc43)C2N1C (centres undefined)	16%	-1%	5%	0.8%	0%	-17%	i	14%	-6%

Some of the entries above in another layout.
Each structure is followed by: Nrf2 block	TGFb SMAD3 inh	A549 viability	Nrf2 activator	HepG2 viability	MCF10A rerep	S2 tox	ATXN2 expr inh	EPAC2 antag
> O=C(CCc1nc2ccccc2c(=O)[nH]1)NC1CCN(Cc2ccccc2)CC1
 : ?	-14%	1%	0.1%	13%	7%	i	0%	-1%
> COc1ccccc1OCCCOc1c(C)cc(C)cc1Br
 : -6%	-11%	3%	1.2%	-48%	0%	i	26%	-20%
> Cc1noc(C)c1NC(=O)N(C)C[C@@H]1OCc2cnnn2CCCC(=O)N([C@@H](C)CO)C[C@H]1C
 : .	9%	.	-0.5%	-9%	.	i	1%	1%
> Cc1ccc(-c2nnc3c4ccccc4c(C)nn23)cc1S(=O)(=O)N1CCN(CCO)CC1
 : 28%	-8%	-6%	?	-17%	3%	i	-17%	-17%

Carrying on:
SMILES	Nrf2 block	TGFb SMAD3 inh	A549 viability	Nrf2 activator	HepG2 viability	MCF10A rerep	S2 tox	ATXN2 expr inh	EPAC2 antag
COC(=O)c1cn(C(=O)c2cc(OC)c(OC)c(OC)c2)c2ccccc12	-12%	1%	-8%	-0.7%	2%	?	i	6%	18µM*
CCN(CC)c1ccc(NC(=O)c2ccc3c(c2)c(C)c(C)n3C)cc1	-16%	-22%	-6%	0.8%	-3%	?	i	-37%	-16%
O=C(CCC(=O)c1ccc(F)cc1)Nc1ccc(Cl)cc1	.	-4%	0%	2.7%	-26%	.	i	-20%	.
Cc1sc2c(c1C)c(=O)n(-c1ccc(Cl)cc1)c(=O)n2CC(=O)c1ccccc1	-8%[9.27 µM]	25%	-7%	0.7%	4%	.	i	12%	.
COc1ccc(Br)c2oc(SC)cc(=O)c12	-4%	1%	-1%	9.1%	1%	0%	i	0%	14%
COc1ccc(C2c3[nH]c4ccccc4c3C[C@H]3C(=O)N(c4ccccc4C(=O)N4CCC[C@H]4C(=O)O)C(=O)N23)cc1 (some centres undefined)	8%	19%	-3%	-0.9%	1%	-1%	i	9%	-20%
Cc1ccc(O)c(CNc2nc3ccccc3n2C(C)C)c1	4%	?	0%	-0.4%	-37%	5%	i	-7%	3%
COc1ccccc1NS(=O)(=O)c1ccc(Cl)c(NC(=O)C(C)N2C(=O)c3ccccc3C2=O)c1 (centres undefined)	6%	20%	-5%	-0.1%	8%	?	i	-2%	1%
Cc1cc2c(ncn2C(C)C)c(NS(=O)(=O)c2ccc(F)cc2)c1C	9%	?	1%	0.2%	-10%	-4%	i	10%	9%
Cc1cc(=O)n2nc(N3CCCC(C(=O)NCc4ccc(Cl)cc4)C3)sc2n1 (centres undefined)	5%	4%	0%	-0.8%	-9%	?	i	.	0%

These rows are one share of the data (hit frequency here may not be typical).
